VLA-4 antagonist: inhibitors of LDV-FITC ligand binding to Mn2+-activated human VLA-4 integrin; inhibition, % at 10 µM (by protocol); AID 529; 24,000 compounds, 0.2% hits; Jurkat cells, LDV-FITC binding with Mn2+, flow cytometry; 100% = Mn2+-driven binding gain fully reversed; P13612;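 active means inhibition above 50%; inconclusive means compound itself fluorescent, judged against control cell fluorescence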;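 further: 0% = Mn2+ stimulated cells lacking compound and 100% = ligand binding without Mn2+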
Target sequence (P13612 whole entry, looked up): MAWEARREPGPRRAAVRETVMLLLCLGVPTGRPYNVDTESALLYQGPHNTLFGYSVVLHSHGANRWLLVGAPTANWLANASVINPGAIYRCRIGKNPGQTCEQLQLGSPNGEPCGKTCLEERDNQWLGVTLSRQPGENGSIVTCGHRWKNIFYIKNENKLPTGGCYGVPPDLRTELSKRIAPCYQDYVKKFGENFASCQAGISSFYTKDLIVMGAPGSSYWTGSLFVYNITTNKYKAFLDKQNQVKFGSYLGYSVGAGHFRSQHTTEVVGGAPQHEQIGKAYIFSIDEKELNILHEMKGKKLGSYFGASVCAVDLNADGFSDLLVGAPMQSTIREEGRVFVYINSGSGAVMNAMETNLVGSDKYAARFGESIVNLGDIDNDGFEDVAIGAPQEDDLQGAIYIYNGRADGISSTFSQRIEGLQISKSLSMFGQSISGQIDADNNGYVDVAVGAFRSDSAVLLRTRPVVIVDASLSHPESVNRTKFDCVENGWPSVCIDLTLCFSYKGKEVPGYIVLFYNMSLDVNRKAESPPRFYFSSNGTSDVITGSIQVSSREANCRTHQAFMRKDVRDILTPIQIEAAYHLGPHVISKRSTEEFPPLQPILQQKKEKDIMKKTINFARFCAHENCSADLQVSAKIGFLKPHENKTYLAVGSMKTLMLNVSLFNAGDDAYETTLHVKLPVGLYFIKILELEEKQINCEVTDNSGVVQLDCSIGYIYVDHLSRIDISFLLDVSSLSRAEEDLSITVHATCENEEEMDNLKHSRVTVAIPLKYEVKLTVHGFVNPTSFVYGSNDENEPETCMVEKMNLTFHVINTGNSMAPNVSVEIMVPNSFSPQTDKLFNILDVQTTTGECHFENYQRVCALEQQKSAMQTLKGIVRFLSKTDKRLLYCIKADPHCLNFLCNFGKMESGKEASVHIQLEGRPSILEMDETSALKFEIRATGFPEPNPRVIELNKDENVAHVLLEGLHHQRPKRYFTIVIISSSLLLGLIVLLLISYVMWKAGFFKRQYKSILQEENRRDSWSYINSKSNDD
LNCaP diff act: promotes differentiation of LNCaP prostate cells; flow cytometry side scatter, 4 d; side scatter shift, % at 10 µM; 24,000 compounds, 0.56% hits; AID 795;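 active means side scatter shift above 30%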;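 further: androgen-responsive LNCaP prostate cancer cells in charcoal-stripped serum medium; percent of cells past a gate set so DMSO wells show 10% shift; higher shift means more granular cells and more differentiation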
Autofluor Jurkat: autofluorescence counter-screen for VLA-4 integrin assays. Jurkat cells, compound autofluorescence, flow cytometry; hits give high values; 1 = vehicle-only cell background. fluorescence ratio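 (tested at 10 µM compound in the well)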. 24,000 compounds, 0.61% hits. AID 576;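 active means fluorescence ratio above 2.44, which is 1 plus 3 SD of all ratios; inconclusive means signal too bright to measure linearly, ratio around 10 or more; inactive means fluorescence ratio below 2.44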;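 further: green fluorescence of cells measured with 488 nm excitation and 530 nm emission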
VLA-4 allo ag: allosterically activates the human VLA-4 integrin; activation, % at 10 µM (by protocol); AID 528; P13612; Jurkat cells, LDV-FITC binding, flow cytometry; 24,000 tested, under 10 active;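 active means fluorescent ligand binding to cells raised by more than 40% of the manganese-induced maximum; inconclusive means compound's own fluorescence above 85% of the ligand control signal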;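 further: 0% = ligand binding without compound and 100% = manganese-stimulated maximal binding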
* = called active by the depositor; u = inconclusive. Some of the compounds tested; count on the stated rates, not on these rows.

SMILES	VLA-4 antagonist	LNCaP diff act	Autofluor Jurkat	VLA-4 allo ag
O=C(CN1CCOc2ccccc21)N1CCN(c2cccc(Cl)c2)CC1	1	9	1.2	-6
CC(=O)Nc1cc(-c2nn3c(C)nnc3s2)ccc1C	-11	4	1.1	0
CCCCCCNC(=O)Cc1c(O)c2ccccc2[nH]c1=O	-4	12	1	0
CC(C)(C)c1csc(N(CCC#N)CCC#N)n1	0	9	1	2
CCC(C)NC(=O)CC1Oc2ccc(Cl)cc2NC1=O (configuration not stated)	-1	5	1	0
COc1ccc(-n2c(Cc3cccn3C)nnc2SCC(=O)Nc2cccc(NC(C)=O)c2)cc1	0	11	1.1	0
CN(C)S(=O)(=O)c1ccc(/C(O)=C2/C(=O)C(=O)N(CCN3CCCCC3)C2c2cccnc2)cc1 (configuration not stated)	-8	14	1.1	4
Cc1ccc(C2CC(c3cccc(Br)c3)Nc3nnnn32)cc1 (configuration not stated)	-1	8	1	1
Cn1c(CN2CCOCC2)nnc1SCC(=O)NCCc1ccccc1	-8	13	1.1	-4
N#CCSC1=Nc2ccccc2C2=NC(CCC(=O)N3CCN(c4ccccc4)CC3)C(=O)N12 (configuration not stated)	-2	13	1	7
COCC(=O)N(c1ccc(C(C)C)cc1)C1C=CS(=O)(=O)C1 (configuration not stated)	-8	9	1	-3
Cc1nnc(SCc2cnc(-c3ccccc3)o2)[nH]c1=O	-18	9	1.1	7
CCCCNC(=O)c1ccc(N2CCOCC2)c(NS(=O)(=O)c2ccc(OC)cc2)c1	0	7	0.92	5
CC(=O)N(C)C1(c2nnnn2CCOC(=O)Nc2cccc3ccccc23)CCCC1	-22	8	1	5
CCOC(=O)CSc1nc2cc(C(=O)N3CCC(C(N)=O)CC3)ccc2c(=O)n1-c1ccccc1	-6	10	1	6
COc1ccc(S(=O)(=O)n2nc(OC(=O)c3ccc(C)cc3)cc2N)cc1	-4	2	1	-2
COc1ccc(C(=O)NCCc2nnc(SCc3nc4ccccc4c(=O)[nH]3)n2C)cc1	-1	11	1	-5
Cc1nc2ccc(Br)cn2c1NC(C)(C)C	-6	16	1	-2
Cc1cccc(CS(=O)(=O)Cc2ccc(C(=O)NCCN3CCCCC3C)o2)c1 (configuration not stated)	-15	6	0.98	9
Cc1cc(C)c(S(=O)(=O)Nc2ccc(O)cc2)cc1C	3	2	1	-5
COc1ccc(C(=O)N(c2ccccc2)C2C=CS(=O)(=O)C2)cc1 (configuration not stated)	5	1	0.97	-1
CC1(C)OC(=O)N(CCc2ccccc2)C1(C)O (configuration not stated)	2	3	0.98	2
Cc1ccc(CCP(=O)(O)CN2CCOCC2)cn1	-16	4	0.94	4
COC(=O)C1(C(F)(F)F)N=C2Sc3ccccc3N2C(N2CCOCC2)=N1 (configuration not stated)	8	9	1.1	-4
CCOc1ccc2nc(SCC(=O)Nc3ncccn3)[nH]c2c1	-18	13	1	5
O=C(NCCN1CCOCC1)C1CCC(=O)N1C1CCCCC1 (configuration not stated)	-16	10	0.99	-1
Cc1ccc(-c2noc(CCC(=O)Nc3ccccc3N3CCN(C)CC3)n2)cc1	12	26	1	-12
Cc1cc(C)nc(SCC(=O)c2ccc(O)cc2O)n1	1	11	1.1	-2
O=C(Cn1cnc2c(nnn2Cc2ccc(Cl)cc2)c1=O)N1CCCc2ccccc21	0	12	0.97	-1
O=C(NCc1n[nH]c(=S)n1-c1cccc(Cl)c1)c1ccc(S(=O)(=O)N2CCCC2)cc1	-15	1	0.99	6
CN(C)CCSc1nnc2sc3ccccc3n12	-29	18	1	8
O=C(c1cc2c(=O)n3ccccc3nc2s1)N1CCOCC1	21	10	1	-5
CCn1c(=O)cc(SCC(=O)N2CCC(C)CC2)c2ccccc21	0	7	1	1
Cc1c(NC(=O)C2CCCCN2S(=O)(=O)c2ccc(Cl)cc2)c(=O)n(-c2ccccc2)n1C (configuration not stated)	-16	2	1	2
CCN(CCNS(=O)(=O)c1ccc2[nH]c(=O)sc2c1)c1ccccc1	15	10	1.2	-2
CC(=O)c1nc2ccccc2n1S(=O)(=O)c1ccc(Cl)cc1	4	3	1.1	-2
Cc1c(C(=O)N2CCN(c3ccccc3)CC2)sc2ncnc(N3CCN(c4ccccc4)CC3)c12	-4	5	1.1	-3
Cc1ccc(N2CCN(S(=O)(=O)c3ccc(F)cc3)CC2)c(C)c1	11	12	1	-7
COc1cccc(Nc2nc(=O)[nH]nc2C)c1	-5	12	0.98	0
COc1ccc(N2CCC(CNC(=O)Nc3ccc(OC)cc3OC)C2)cc1 (configuration not stated)	u	12	1.9	u
COc1ccc(CNCC(=O)Nc2cc(C)nn2-c2nc(C)cc(C)n2)cc1OC	-15	9	1	-9
O=C(c1cc(-c2cccs2)on1)N1CCN(c2ccc(F)cc2)CC1	-2	4	1	1
O=c1cc(O)nc(SCc2ccccc2Cl)[nH]1	-12	7	1	-7
CC(C)c1cc(C(=O)Nc2cccc(Cl)c2)no1	7	8	1.1	0
S=C(N=Nc1ccccc1)NNc1ccccc1	-18	5	0.99	0
CCOC(=O)c1ccc(N2CSC3=C(C#N)C(c4cccs4)CC(=O)N3C2)cc1 (configuration not stated)	-39	0	0.83	16
N#Cc1c(-c2ccccc2)nc(N2CCOCC2)[nH]c1=O	16	2	1.1	-20
O=C(OCC(=O)c1cccs1)C1=COCCO1	-14	8	1.1	2
Cc1cccc(-c2nnc(SCC#N)n2-c2cccc(Cl)c2)c1	-4	8	1	-6
NC(N)=NC(=O)c1nc(Cl)c(N)nc1N	-20	4	1	2
Cc1ccc(-c2nc(CS(=O)CC(=O)NCCC(C)C)c(C)o2)cc1 (configuration not stated)	8	6	1.1	-2
CC(C)CNc1nc(Oc2ccc(=O)n(-c3ccccc3)n2)nc(N2CCOCC2)n1	12	12	1	-8
CCOC(=O)C(NC(=O)c1ccc(F)cc1)(Nc1nnc(C)s1)C(F)(F)F (configuration not stated)	-16	10	1.1	2
COC(=O)c1ccc(NC(=O)CCn2c(=O)oc3ccccc32)cc1	0	2	0.95	8
Cc1cccc(C)c1NC(=O)c1cc(S(=O)(=O)N2CCOCC2)ccc1F	-3	6	0.98	-5
Cc1c(C#N)c2ncnc(-c3ccccc3)c2n1-c1ccccc1	-25	4	0.95	0
Cc1ccc(Cn2nnc3c(=O)n(CC(=O)N4CCN(c5ccccc5)CC4)cnc32)cc1	9	12	1	-2
COc1cc(C2C(C#N)=C(N)OC3=C2C(=O)CCC3)cc(OC)c1OC(=O)N1CCOCC1 (configuration not stated)	-16	7	0.96	8
O=C(NCc1ccccn1)C1CCN(S(=O)(=O)c2cnc[nH]2)CC1	u	5	1.3	u
COc1cccc(-c2nnc3sc(C4CCCCC4)nn23)c1	7	5	1.1	-4

(continued)
SMILES	VLA-4 antagonist	LNCaP diff act	Autofluor Jurkat	VLA-4 allo ag
CCOC(=O)c1[nH]c(C)c(C(=O)Nc2ccccc2F)c1C	u	10	1.2	u
FC(F)(F)c1cc(-c2cccs2)nc(NCc2ccco2)n1	-3	8	1	1
O=C(NCCN1CCN(c2ccccc2)CC1)C1CCCN(S(=O)(=O)c2cnc[nH]2)C1 (configuration not stated)	u	3	1.1	u
CCN1CCCC1CNC(=O)c1ccc2c(=O)n(CCOC)c(=O)[nH]c2c1 (configuration not stated)	-14	2	0.98	4
Nc1ccccc1S(=O)(=O)c1ccccc1N	-7	4	0.97	7
c1ccc(-c2nc3ccccc3nc2-c2ccccn2)nc1	-23	3	1	-3
Cc1cc(C)n2nc(SCc3cc(=O)n4c(C)cccc4n3)nc2n1	15	4	1	2
CCN(CCCNC(=O)CN1C(=O)COc2ccccc21)c1ccccc1	-11	4	1	-3
N#CCCN1CCN(S(=O)(=O)c2ccc(S(=O)(=O)NCc3ccccc3)cc2)CC1	-6	4	0.95	5
Cc1cccc(-n2ncc3c(Nc4c(C)n(C)n(-c5ccccc5)c4=O)ncnc32)c1	16	9	1.1	-3
O=C(Nc1nnc(SCC(=O)N2CCCCC2)s1)C1CCCCC1	-3	5	1	2
CC(C(=O)O)N1C(=O)CSc2ncccc21 (configuration not stated)	-22	14	1.1	0

Arranged by molecular weight (falling): some entries from above.
SMILES	VLA-4 antagonist	LNCaP diff act	Autofluor Jurkat	VLA-4 allo ag
N#CCSC1=Nc2ccccc2C2=NC(CCC(=O)N3CCN(c4ccccc4)CC3)C(=O)N12 (configuration not stated)	-2	13	1	7
COc1ccc(S(=O)(=O)n2nc(OC(=O)c3ccc(C)cc3)cc2N)cc1	-4	2	1	-2
Cc1cc(C)n2nc(SCc3cc(=O)n4c(C)cccc4n3)nc2n1	15	4	1	2

(list continues)
SMILES	VLA-4 antagonist	LNCaP diff act	Autofluor Jurkat	VLA-4 allo ag
COc1ccc(-c2nnc3sc(-c4c(OC)cccc4OC)nn23)cc1	-15	11	1.1	2
CC(=O)Nc1ccc(S(=O)(=O)N2CCN(C(=O)CCC3CCCC3)CC2)cc1	6	10	0.99	-6
CC1Cc2ccccc2N1C(=O)CCN1C(=O)C2C3C=CC(C3)C2C1=O (configuration not stated)	u	3	0.7	u
COCCn1nnnc1CN(CCCN1CCOCC1)Cc1cc2c(C)ccc(C)c2[nH]c1=O	-12	4	0.93	3
COc1ccc(C(CC(=O)O)NC(=O)COc2ccccc2OC)cc1OC (configuration not stated)	-4	11	1	-4
CCOc1ccc(Cn2c(SCCCCC#N)nc3c2c(=O)n(C)c(=O)n3C)cc1OCC	-4	4	1.1	-9
COc1cc2c(C(=O)NCc3ccc4c(c3)OCO4)cn(CC(C)C)c(=O)c2cc1OC	u	7	1.1	u
O=C(c1ccccc1)N1CCN(CC2CC=CCC2)CC1 (configuration not stated)	-4	3	0.99	-1
O=C(c1cc2ccccc2cc1OCC(O)CN1CCCCC1)N1CCCCC1 (configuration not stated)	u	9	1.6	u
O=C(Nc1nccs1)C1CCN(S(=O)(=O)c2cccnc2)CC1	20	4	1	-5
COc1ccccc1N(CN1CCCC1=O)C(=O)c1ccccc1F	5	3	0.96	1
Cc1c(C(=O)NCc2cccnc2)oc2ccc(S(=O)(=O)N3CCCCCC3)cc12	22	1	1.1	-7
CSc1nnc(Cn2c(=O)sc3ccccc32)n1-c1cccc(Cl)c1	-17	11	1	2
Cc1cc(NC(=O)CSc2nc(C3CC3)nc3sc4c(c23)CCC(C)C4)no1 (configuration not stated)	8	19	1	1
Cc1ncc(CO)c2c1OC(C)(C)OC2	8	12	0.95	3
CC(C)NC(=O)C1CCCN(S(C)(=O)=O)C1 (configuration not stated)	17	3	1	0
CC(C)CCn1c(=S)[nH]c2ncccc2c1=O	-40	2	1.2	4
COCCn1c(SCC(=O)Nc2cccc(OC)c2)nnc1-c1ccc(Cl)cc1	7	6	0.99	-10
Cc1c(C(=O)N2CCN(c3ccc(F)cc3)CC2)sc2nc(-c3ccccc3)cn12	30	7	1.1	-9
Cc1cc(OCC(=O)NCCO)cc(C)c1Cl	-19	6	1	-4
COC(=O)N1CC(c2ccccc2)CC1=O (configuration not stated)	-7	8	1	0
O=C(CN1CCN(c2ccc(F)cc2)CC1)Nc1cccc(C(F)(F)F)c1	3	8	0.96	-4
Cc1cccc(Cn2c(=O)c3c(nc4n3CCN4Cc3ccco3)n(C)c2=O)c1	18	1	1.1	-5
O=C(c1cnccn1)N(c1ccccc1)C1(C(=O)NC2CCCC2)CCCCC1	-7	7	1.1	-1

Sorted by value in LNCaP diff act (low to high): 5 of the compounds above.
structure	VLA-4 antagonist	LNCaP diff act	VLA-4 allo ag
O=C(c1ccccc1)N1CCN(CC2CC=CCC2)CC1 (configuration not stated)	-4	3	-1
Cc1ccc(CCP(=O)(O)CN2CCOCC2)cn1	-16	4	4
CCC(C)NC(=O)CC1Oc2ccc(Cl)cc2NC1=O (configuration not stated)	-1	5	0
CCn1c(=O)cc(SCC(=O)N2CCC(C)CC2)c2ccccc21	0	7	1
COC(=O)N1CC(c2ccccc2)CC1=O (configuration not stated)	-7	8	0

Further compounds.
SMILES	VLA-4 antagonist	LNCaP diff act	Autofluor Jurkat	VLA-4 allo ag
CCOc1cc2[nH]c(=O)n(CC3CCC(C(=O)NCCCOC)CC3)c(=O)c2cc1OCC (configuration not stated)	18	4	0.98	0
Cc1nn(C)c(C)c1S(=O)(=O)N(CC(=O)Nc1nccs1)c1ccc(C(C)C)cc1	2	1	0.75	-10
Cc1ccc(C2=CC(c3ccc(N(C)C)cc3)n3nnnc3N2)cc1 (configuration not stated)	u	5	1.6	u
O=C(C1CCN(S(=O)(=O)c2cccc3cccnc23)CC1)N1CCc2ccccc21	3	7	1.1	2
O=C(CCNS(=O)(=O)c1ccc2c(c1)CCC(=O)N2)NCc1ccc2c(c1)OCO2	12	2	1.1	-2
Cc1ccccc1S(=O)(=O)Cc1ccc(C(=O)NCCCN2CCN(C)CC2)o1	-3	3	1.1	-3
O=C(NCc1ccco1)C(Cc1ccccc1)NS(=O)(=O)c1cccc2nsnc12 (configuration not stated)	-7	2	1	0
COCCNC(=O)CS(=O)Cc1nc(-c2ccc(Cl)cc2)oc1C (configuration not stated)	u	12	0.82	u
CC(Oc1ccccc1Br)C(=O)N1CCc2ccccc21 (configuration not stated)	16	14	1.3	-5
Cc1ccccc1N1C(=O)c2ccccc2C1Nc1cccnc1 (configuration not stated)	5	5	0.88	5
CC(=O)Nc1ccc(-c2nn[nH]n2)cc1Cl	-6	5	1	0

Source: PubChem BioAssay (NMMLSC)
